INS-1E GSIS act – GLuc luminescence reporter in INS-1E cells, primary screen for activators of glucose-dependent secretion of insulin. INS-1E GLuc reporter insulin secretion, 2-3 h. 0.61% of 370,000 active. activation, % at 16.6 µM;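 active = lowest replicate activation of at least 40%, so every replicate reaches that level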;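 also: 0% = median of neutral control wells and 100% = median of IBMX positive control wells; some compounds called inactive have numbers as strong as hits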
CASP6 VEID inh – human caspase-6 inhibitors, primary screen, biochemical, VEID-R110 fluorescence, single point, set 2; P55212; purified caspase-6, Z-VEID-R110 cleavage fluorescence; inhibition, % at 12.5 µM; 0.53% of 350,000 active;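 active = mean inhibition across replicates at least about 35%, with every replicate also reaching that limit, limit read from the data; inconclusive = only one of the two criteria met; inactive = neither criterion met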;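 also: 0% = median of neutral control wells and 100% = no fluorescence left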
Target sequence (P55212 24-179 limits assumed): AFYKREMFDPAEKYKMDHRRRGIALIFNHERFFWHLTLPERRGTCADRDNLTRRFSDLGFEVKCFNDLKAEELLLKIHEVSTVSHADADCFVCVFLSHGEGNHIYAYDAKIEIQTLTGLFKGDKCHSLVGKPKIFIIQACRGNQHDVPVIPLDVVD
Target sequence (P55212 194-293 limits assumed): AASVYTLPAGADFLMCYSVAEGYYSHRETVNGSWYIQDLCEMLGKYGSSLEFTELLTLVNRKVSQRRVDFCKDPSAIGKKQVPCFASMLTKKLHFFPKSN
XiGFP reactiv – activators of inactive X chromosome reactivation, primary screen, imaging, XiGFP fibroblasts, GFP high-content imaging, set 2. XiGFP mouse fibroblasts, % GFP-positive cells imaging, 3 d; cells co-treated with 5-aza-dC sensitizer; scaled so ellipticine positive control = 100%. activation, % at 7.58 µM. 0.055% of 360,000 active. AID 743238, 2013;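 active = mean normalized replicate activation at least 10% and every replicate at or above 10%; inconclusive = only one of the two criteria met; inactive = mean below 10% and not all replicates reach 10%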;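 also: 0% = median of on-plate neutral control wells and 100% = ellipticine 6 µM median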
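Schedule: 3 d treatment, 15 min room-temperature fixation; system: 68-5-11 XiGFP fibroblast line; buffer or medium: DMEM plus 5-aza-dC sensitizer; control set: ellipticine 6 µM positive control; compound: one concentration, pinned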
E-selectin induc – E-selectin induction in HUVECs, primary screen, imaging, HUVEC, immunofluorescence imaging, single point; P16581; normalized: neutral wells 0, TNF-alpha wells 100; activation, % at 7.58 µM; 0.37% of 260,000 active; AID 686992, 2013;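 active = mean E-selectin-positive cell signal at least 10% of the positive control, reached in at least 60% of replicates, without over 20% cell loss; inconclusive = no rule given, readout overlaps actives, possibly toxicity-flagged; inactive = the rest, including those meeting only one limit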;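 also: in these data hits start at about 27%; measured in HUVEC primary endothelial cells; signal is the percent of cells scored E-selectin positive by PE staining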
Target sequence (P16581 whole entry, looked up): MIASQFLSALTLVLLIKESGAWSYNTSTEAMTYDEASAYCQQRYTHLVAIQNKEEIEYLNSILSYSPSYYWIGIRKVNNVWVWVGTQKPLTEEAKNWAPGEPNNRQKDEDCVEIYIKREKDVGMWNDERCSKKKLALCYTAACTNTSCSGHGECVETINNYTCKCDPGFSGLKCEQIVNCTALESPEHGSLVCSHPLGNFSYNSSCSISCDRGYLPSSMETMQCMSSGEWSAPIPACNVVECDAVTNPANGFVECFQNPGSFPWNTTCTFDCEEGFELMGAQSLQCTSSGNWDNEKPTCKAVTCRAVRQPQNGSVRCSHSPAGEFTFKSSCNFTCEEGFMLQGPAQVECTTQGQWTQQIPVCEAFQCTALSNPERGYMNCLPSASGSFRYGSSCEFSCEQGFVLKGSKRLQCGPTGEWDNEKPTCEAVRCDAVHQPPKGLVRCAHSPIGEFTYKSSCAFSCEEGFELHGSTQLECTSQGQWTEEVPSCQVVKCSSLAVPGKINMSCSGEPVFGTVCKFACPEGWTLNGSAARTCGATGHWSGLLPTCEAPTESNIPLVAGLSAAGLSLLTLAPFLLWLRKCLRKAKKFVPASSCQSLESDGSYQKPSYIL
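Read-out: % PE-positive cells | Test system: HUVEC | Doses: One compound dose added by pin transfer | Buffer or medium: EGM-2 over gelatin coat | Signal: Immunofluorescence imaging | Benchmarks: TNF-alpha, DMSO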
RAD52 anneal inh – RAD52 DNA annealing inhibitors, primary screen, biochemical, FRET, single point, set 2. AID 651710, 2012. 0.46% of 360,000 active. DNA repair protein RAD52 homolog (Homo sapiens), P43351. inhibition, % at 18.7 µM. recombinant RAD52 DNA annealing, FRET fluorescence;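 active = every replicate showing at least 50% inhibition; inconclusive = mean inhibition at least 50% but not in every replicate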
RAD54 inh – inhibitors of human RAD54 branch migration, primary screen, biochemical, fluorescence, single point; DNA repair and recombination protein RAD54-like (Homo sapiens), Q92698; RAD54 Holliday junction branch migration, FAM/BHQ fluorescence; inhibition, % at 10.4 µM; 0.14% of 360,000 active;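 active = mean normalized replicate activity at least 40 and at least half of replicates scoring 40 or more; inconclusive = only one of the two criteria met; inactive = mean below 40 and under half of replicates reaching 40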;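 also: 0% = median of neutral control wells and 100% = median of positive control wells; inhibitors cause a drop in the FAM fluorescence signal; in these data hits start at about 50%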
CFTR F508del cor – F508del CFTR correction, initial screen, CFBE line, single point | AID 720511, 2013 | activity (quench increase), % at 7.58 µM | CFBE cells, YFP halide quenching; stimulated with forskolin plus potentiator P3; % fluorescence drop versus neutral controls | 0.36% of 350,000 active;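 active = mean added fluorescence quench of at least 8% versus neutral control, with both replicates also reaching 8%; inconclusive = only one of the mean or replicate conditions met; inactive = mean below 8% and not both replicates reaching 8%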;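 also: cells transiently co-express mutant CFTR-F508del with the halide-sensitive YFP; corrector assay measuring rescue of mutant channel to the surface after 24 h compound exposure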
DENV2 CPE – inhibitors of DENV2 cytopathic effect, primary screen, cell-based, plate reader, single concentration | DENV2-infected cells, cytopathic effect rescue | 1.7% of 350,000 active | CPE inhibition, % at 9.99 µM; in the data active = CPE inhibition above about 20%, passing the limit was not always enough; inconclusive = no clear call, values can overlap the other calls; tested in BHK-21 cells;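 also: 0% = median of neutral control wells and 100% = median of positive control wells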
The depositor's hits bear a star; i = inactive; u = inconclusive; x = no result given.

SMILES	INS-1E GSIS act	CASP6 VEID inh	XiGFP reactiv	E-selectin induc	RAD52 anneal inh	RAD54 inh	CFTR F508del cor	DENV2 CPE
C[C@@H]1CCCCO[C@H](CN(C)C(=O)CCC(F)(F)F)[C@H](C)CN([C@H](C)CO)C(=O)c2cc(NC(=O)c3ccccc3)ccc2O1	-25	0	0.1	-0.2	27	-4	-1.5	8
CCCCNCCOCCOc1ccc(Cl)cc1Br	-8	0	0.0	x	5	-7	x	18
CC(C)NC(=O)Nc1ccc2c(c1)C(=O)N(C)[C@H]1CC[C@@H](CC(=O)Nc3ccccc3)O[C@@H]1CO2	3	-1	0.5	0.0	9	-5	0.0	-4
C=CCn1c(SCC(=O)Nc2ccc(OC)cc2)nc2ccccc2c1=O	9	-3	1.6	0.7	-14	-11	3.2	0
Cc1cc(O)c(C=Nc2ccc(N3CCOCC3)cc2)c(C)c1Cl	5	-1	0.0	x	i	-17	-4.0	6
COc1ccc(CCNc2c(C)c(C)nc3ncnn23)cc1	-36	0	x	x	-16	8	1.5	x
CS(=O)(=O)N1CC2(C1)[C@H](c1ccccc1)[C@H](CO)N2CC1CCCC1	-10	2	0.0	-0.1	-28	x	-3.2	2
Cc1ccnc(NC(=O)c2ccc3c(c2)OCO3)c1	11	3	0.1	5.8	3	2	1.6	x
COc1cc(CN2CCN(Cc3ccc([N+](=O)[O-])cc3)CC2)c([N+](=O)[O-])cc1OC	21	0	0.1	x	-3	x	x	-1
COC(=O)c1cccc(N(C(=O)CNC(=O)c2cccs2)C(C(=O)NCC2CCCO2)c2ccc(OC)c(OC)c2)c1 (centres undefined)	16	-1	0.0	-0.2	-10	12	0.3	3
COc1ccccc1S(=O)(=O)N(C)C[C@H]1Oc2ncc(-c3ccc(C)cc3)cc2C(=O)N([C@H](C)CO)C[C@@H]1C	-22	-1	0.3	0.2	0	4	-3.2	-1
Cc1ccc(S(=O)(=O)N2CCOCC2)cc1C(=O)N1CCCC1	17	-3	0.1	-0.1	-9	-1	-1.4	-3
COc1ccc(S(=O)(=O)N2CCC(C(=O)N[C@@H](C)C(=O)NCc3cccc(OC)c3)CC2)cc1	27	-4	0.1	x	-17	3	0.9	-2
O=C1c2ccccc2C(=O)N1c1nccs1	2	0	0.0	0.0	-2	1	1.6	-1
C[C@@H]1CN([C@@H](C)CO)C(=O)c2cccc(NS(=O)(=O)c3ccccc3)c2O[C@H]1CN(C)Cc1ccncc1	2	3	-0.8	-0.1	1	9	-1.6	-3
Nc1cc(=O)nc(SCC(=O)N2CCN(c3ccccc3)CC2)n1-c1ccccc1	3	3	0.3	x	-7	12	-0.3	1
O=C(N/N=C/c1ccccn1)c1ccncc1	12	1	0.0	2.1	-17	-9	x	-2
CC(C)C#Cc1cnc2c(c1)C(=O)N([C@@H](C)CO)C[C@@H](C)[C@H](CN(C)C(=O)Cc1ccccn1)O2	11	5	-0.7	0.1	-4	-14	5.1	0
COc1ccc(S(=O)(=O)Nc2ccc3c(c2)CC(=O)N([C@@H](C)CO)C[C@H](C)[C@@H](CN(C)Cc2ccc4c(c2)OCO4)O3)cc1	-15	-1	-0.9	-0.2	17	6	1.6	2
CC(=O)C1=C(C)NC(SCC(=O)c2cc(Cl)ccc2Cl)=C(C#N)C1c1ccco1 (centres undefined)	-9	4	x	x	-47	x	4.0	6
CC(=O)Nc1cc(NC(C)=O)cc(-c2nc3ccccc3[nH]2)c1	x	4	-0.1	-1.3	0	7	1.2	3
CN(C)S(=O)(=O)c1cccc(C(=O)Nc2ccccc2N2CCCCC2)c1	5	-2	0.1	x	-15	0	0.4	-2
O=C(COC(=O)C1CCC1)NC(=O)c1ccccc1	42*	3	0.2	0.3	-18	-9	-2.7	-4
Cc1ccccc1OCCSc1nc2ccccc2n1CCC(=O)O	x	10	0.0	x	-12	-5	0.9	-1
CC(C)OC(=O)Cn1c(-c2ccccc2)c(-c2ccccc2)nnc1=O	-4	5	0.2	x	-1	7	-1.2	-4

Retrieved one by one from above (two):
SMILES	INS-1E GSIS act	CASP6 VEID inh	XiGFP reactiv	E-selectin induc	RAD52 anneal inh	RAD54 inh	CFTR F508del cor	DENV2 CPE
O=C(N/N=C/c1ccccn1)c1ccncc1	12	1	0.0	2.1	-17	-9	x	-2
CS(=O)(=O)N1CC2(C1)[C@H](c1ccccc1)[C@H](CO)N2CC1CCCC1	-10	2	0.0	-0.1	-28	x	-3.2	2

(more compounds)
SMILES	INS-1E GSIS act	CASP6 VEID inh	XiGFP reactiv	E-selectin induc	RAD52 anneal inh	RAD54 inh	CFTR F508del cor	DENV2 CPE
Cc1ccc(-c2nnn(CC(=O)N(CCO)C(C(=O)NC3CCCC3)c3ccc(F)cc3)n2)o1 (centres undefined)	6	1	0.1	x	-9	x	-1.0	3
c1ccc2c(c1)COc1c3cc4c(cc3nn1-2)OCO4	7	-1	0.0	11	-5	-1	0.3	1
CC(NC(=O)CSc1ncccn1)c1ccc(Cl)cc1Cl (centres undefined)	5	1	0.3	0.0	-6	-12	0.5	u
Nc1nc2ccccc2n1CCOc1ccc(F)cc1	x	-2	-0.1	x	-36	-3	x	8
COc1cc(NC(=O)CSc2ncnc3sc4c(c23)CCC(C)C4)c(C(=O)O)cc1OC (centres undefined)	16	4	0.3	0.1	-3	-8	-2.0	-5
Cn1cnc2nc[nH]c2c1=S	6	-1	-0.2	x	-11	2	16*	5
O=C1c2cccc(NCCNCCO)c2C(=O)c2cccc(NCCNCCO)c21	6	-21	-0.1	21	63*	x	5.3	2
Cn1c(=O)[nH]c(=O)c2c1nc(N)n2Cc1ccccc1	-7	-2	0.0	0.3	-9	3	-2.3	-8
CCc1ccc(Nc2cnn(-c3nc4ccccc4s3)c(=O)c2Cl)cc1	-9	4	0.0	23	-9	x	1.2	-1
COc1ccc(NC(=O)CSc2nnc(NC(=O)c3ccco3)s2)cc1OC	2	-1	-0.1	-0.2	-1	11	2.2	-1
CCc1nonc1NC(=O)c1oc2ccccc2c1C	-1	-2	0.1	x	0	-2	0.3	14
O=C(CCCN1C(=O)c2cccc3cccc(c23)C1=O)NCc1cccnc1	56	-4	0.0	-0.9	12	4	5.8	-4
Cc1ccc(NC(=O)CN2CCc3cc4c(cc3C2C)OCCCO4)cc1 (centres undefined)	-18	-2	0.2	x	-10	-2	4.7	2
CC(C)CC1c2[nH]c3ccccc3c2CCN1C(=O)CCC(=O)N(C)C (centres undefined)	-7	1	0.0	-1.9	-17	2	0.9	-4
O=C(c1cccnc1)N1CC2(C1)[C@H](c1ccccc1)[C@H](CO)N2Cc1ccncc1	13	-3	0.0	0.0	-12	x	1.1	10
COC1OC2COC(c3ccccc3)OC2C(O)C1N (centres undefined)	x	0	0.0	x	2	4	x	3
Cc1ccccc1OCC(=O)NC(=S)Nc1cccc2cc(O)ccc12	2	5	0.1	-0.1	-46	-5	-0.8	-8
Cc1cc(=O)[nH]c(N/N=C/c2ccc(OC(=O)c3cccnc3)cc2)n1	15	2	x	-0.2	-8	x	1.0	17
CC(=O)Nc1cccc(/C(C)=N/NC(=O)c2cccc(S(=O)(=O)N3CCCC3)c2)c1	7	0	0.0	0.0	-59	-6	3.7	25*
C[C@H](CO)N1C[C@H](C)[C@@H](CN(C)C(=O)Cc2ccccc2)Oc2cc(C#CC3(O)CCCC3)ccc2S1(=O)=O	-9	0	-0.3	-0.3	13	-6	-0.2	-11
COC(=O)[C@@H]1C[C@H]2CC[C@H](O)C[C@H]2N1Cc1ccc(C)s1	8	-3	-0.1	0.0	-11	-3	-2.4	-4
COc1ccc(CN(C)C[C@@H]2Oc3ccc(NC(=O)Cc4cn(C)c5ccccc45)cc3CC(=O)N([C@@H](C)CO)C[C@H]2C)cc1	-22	1	0.3	0.2	45	x	-1.9	-4
COc1ccc(-n2c(C)nc(N)c2C(=O)c2ccccc2)cc1	x	-2	0.0	x	12	x	-0.9	-4
C[C@@H]1CN([C@H](C)CO)C(=O)c2ccccc2-c2ccccc2CO[C@@H]1CN(C)C(=O)[C@@H]1CCCN1C	16	-1	0.2	-0.1	-15	2	-2.5	2
CN1C(=O)c2cc(NC(=O)C3CCCC3)ccc2OC[C@H]2O[C@H](CC(=O)Nc3ccccc3)CC[C@@H]21	-4	2	-0.1	0.0	10	12	1.0	-12
Going on with the list.
SMILES	INS-1E GSIS act	CASP6 VEID inh	XiGFP reactiv	E-selectin induc	RAD52 anneal inh	RAD54 inh	CFTR F508del cor	DENV2 CPE
CSC1=NCCN1S(=O)(=O)c1ccc(Cl)cc1	11	0	0.0	x	-13	x	2.0	12
Cc1cc(C(=O)Cn2cc([N+](=O)[O-])ccc2=O)c(C)n1CC1CCCO1 (centres undefined)	14	1	-0.2	0.0	-7	1	4.1	7
COCc1cn(CC[C@@H]2CC[C@@H](NC(=O)Nc3ccc(Cl)cc3)[C@H](CO)O2)nn1	16	-1	-0.8	-2.1	1	0	-0.4	-4
CC1CCCC(C)N1C(=O)c1ccc2c(c1)S(=O)(=O)c1ccccc1C2=O (centres undefined)	4	0	0.0	22	-9	0	-1.5	15
CCOc1ccc(S(=O)(=O)N2CCC(C(=O)N3CCOCC3)CC2)cc1Cl	1	-3	0.3	x	-7	-1	0.0	0
C[C@@H]1CN([C@@H](C)CO)C(=O)c2cc(NC(=O)C3CCCCC3)ccc2O[C@H]1CN(C)S(C)(=O)=O	3	-1	0.0	-7.1	15	-4	-0.5	7
Nc1ccccc1-c1nnc(-c2ccccc2N)n1N	x	1	-0.3	4.7	-2	x	-1.0	3
Cc1nc(-c2ccc([N+](=O)[O-])cc2)sc1C(=O)O	15	8	0.0	x	-8	-2	1.6	3
O=S(=O)(c1ccc(S(=O)(=O)N2CCOCC2)cc1)N1CCCC1	8	0	0.0	x	-4	x	-0.9	-1
COc1ccc(NC(=O)CSc2nncs2)cc1S(=O)(=O)N1CCCCC1	-8	1	-0.5	x	-12	-9	1.1	7
COc1ccc(S(=O)(=O)Nc2c(NC3CCCCC3)c3ccccc3oc2=O)cc1	0	1	0.2	x	3	-7	-1.4	3
CC(C)NC(=O)N(C)C[C@H]1Oc2c(NC(=O)Nc3cccc4ccccc34)cccc2C(=O)N([C@H](C)CO)C[C@@H]1C	11	-3	-0.9	0.2	-6	0	2.6	-2
O=S(=O)(Nc1ncccc1O)c1ccc(Cl)cc1	30	2	x	x	-16	-1	x	x
CC(OC(=O)CCCN=C1NS(=O)(=O)c2ccccc21)C(=O)N(C)c1ccccc1 (centres undefined)	26	0	0.4	7.6	-1	6	-0.1	7
COC(=O)c1ccc(COC(=O)[C@@H]2CC(O)CN2S(=O)(=O)c2ccccc2[N+](=O)[O-])cc1 (some centres undefined)	-4	2	0.0	x	-1	11	-2.9	-4
CC(C)COC(=O)N(C)C[C@@H]1OCc2ccccc2-c2ccccc2C(=O)N([C@@H](C)CO)C[C@@H]1C	11	2	3.9	0.0	9	0	0.3	-2
Cc1cc(C(=O)COc2ccccc2C(N)=O)c(C)n1C	-4	8	0.1	1.0	-3	x	0.3	-3
